# From PubChem BioAssay
# MmCpn inh: Inhibitors of TCP-1 ring complex (TRiC) of Methanococcus maripaludis (MmCpn): qHTS | Chaperonin Mm-Cpn (Methanococcus maripaludis) | purified Mm-Cpn ATPase, ADP Transcreener TR-FRET | Potency, µM (series often up to 76.9 µM), for the others: at the top dose activity, negative = inhibition, most hits filed as inhibitors | hit rate 0.031% among 330,000 | AID 504842, 2011; further: potency means the concentration at half of the fitted maximal effect; on the % scale 0 is the no-effect control and ±100 the full control effect; nearly all actives have a fitted effect of over 80% in size
#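 ATPase read-out: TR-FRET ADP immunoassay (anti-ADP Eu cryptate vs ADP-d2), ex 320 nm, em 590/665 nm; signal drops as ADP forms. Enzyme 25 nM, ATP 10 uM, 30 min at 37°C after 10 min compound preincubation.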
# PTHR1 ag: qHTS for PTHR1 Agonists: Primary Screen; Potency, µM (highest dose often 115 µM), for inactives: at the top dose activation, hits mostly activators; HEK293 GP2 PTHR1 cells, GloSensor cAMP luminescence, 1 h; hit rate 0.075% among 410,000; Parathyroid hormone/parathyroid hormone-related peptide receptor (Homo sapiens), Q03431; further: potency means the concentration at half of the fitted maximal effect; nearly all actives have a fitted effect of over 55% in size; some results filed as inactive show a strong effect at the top dose; inactives centre near -15; many of its hits are not listed in these tables
# Target sequence (Q03431 whole entry, looked up): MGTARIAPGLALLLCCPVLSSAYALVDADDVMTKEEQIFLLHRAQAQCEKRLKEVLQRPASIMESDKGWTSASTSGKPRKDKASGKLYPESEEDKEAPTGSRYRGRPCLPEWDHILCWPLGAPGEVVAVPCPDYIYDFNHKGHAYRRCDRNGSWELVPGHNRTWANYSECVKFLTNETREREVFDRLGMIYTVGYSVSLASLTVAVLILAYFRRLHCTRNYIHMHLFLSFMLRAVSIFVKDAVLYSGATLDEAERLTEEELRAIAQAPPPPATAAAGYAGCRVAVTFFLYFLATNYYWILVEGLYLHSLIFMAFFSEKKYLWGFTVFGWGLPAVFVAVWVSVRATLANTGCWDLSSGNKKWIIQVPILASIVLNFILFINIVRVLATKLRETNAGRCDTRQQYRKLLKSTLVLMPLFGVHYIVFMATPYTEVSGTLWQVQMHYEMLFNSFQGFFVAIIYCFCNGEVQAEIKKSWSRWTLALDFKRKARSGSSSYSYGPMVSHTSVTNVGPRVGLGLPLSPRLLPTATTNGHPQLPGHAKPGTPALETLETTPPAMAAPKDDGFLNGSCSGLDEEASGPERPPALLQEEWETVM
#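 HEK-293-derived GP2 cells expressing PTHR1 and a GloSensor cAMP reporter, 3,000/well, plated overnight, given luciferin plus IBMX (each 0.5 mM as added) for 1 h at 37 °C, then compound for 1 h at 37 °C. Luminescence was read after 15 min at room temperature.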
# GLP1R inv ag: qHTS of GLP-1 Receptor Inverse Agonists (Inhibition Mode); Glucagon-like peptide 1 receptor (Homo sapiens), P43220; HEK293 GLP-1R CRE-luciferase, luminescence, 24 h; GLP-1R form is constitutively active; Potency, µM (titrated, usually from 38.3 µM), for the others: at the highest dose activity change, negative = inhibition, most hits filed as inhibitors; hit rate 1.6% among 410,000; AID 624417, 2012; further: potency means the concentration at half of the fitted maximal effect; on the % scale 0 is the no-effect control and ±100 the full control effect; nearly all actives have a fitted effect of over 55% in size
# Target sequence (P43220 whole entry, looked up): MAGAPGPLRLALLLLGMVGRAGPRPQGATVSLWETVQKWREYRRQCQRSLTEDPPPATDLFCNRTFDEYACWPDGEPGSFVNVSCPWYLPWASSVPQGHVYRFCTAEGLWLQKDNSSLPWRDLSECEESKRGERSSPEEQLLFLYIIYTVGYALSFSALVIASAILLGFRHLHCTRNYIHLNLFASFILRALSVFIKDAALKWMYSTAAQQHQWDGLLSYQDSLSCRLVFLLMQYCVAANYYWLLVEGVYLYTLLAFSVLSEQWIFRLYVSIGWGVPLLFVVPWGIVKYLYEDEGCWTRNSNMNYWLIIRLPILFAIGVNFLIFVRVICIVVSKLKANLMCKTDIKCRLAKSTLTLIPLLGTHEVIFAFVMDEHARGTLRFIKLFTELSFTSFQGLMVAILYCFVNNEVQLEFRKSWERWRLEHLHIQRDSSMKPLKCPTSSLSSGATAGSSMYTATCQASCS
#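 Cells are plated, allowed 12 hours at 37 deg C, then treated with compounds for 24 hr before luciferase detection reagent is added and luminescence is read after 12 min at room temperature. The HEK293 line carries constitutively active GLP-1R with a cAMP-responsive reporter.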
# GLP1R cytotox: qHTS of GLP-1 Receptor Inverse Agonists: Cytotox Screen | HEK293 cAMP-luciferase reporter cells, luminescence, 24 h | Potency, µM (top dose mostly 38.3 µM), for the others: top-dose activity change, negative = inhibition, actives largely listed as inhibitors | hit rate 0.13% among 410,000 | AID 624418, 2012;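 further: loss of luciferase light is scored as toxicity; potency means the concentration at half of the fitted maximal effect; on the % scale 0 is the no-effect control and ±100 the full control effect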
#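 To flag toxic compounds, the library was rerun on cells for 24 hr at 37 deg C and 5% CO2. Viability-linked luminescence was captured 12 min after adding luciferase detection reagent.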
# TDP43 rescue: qHTS of TDP-43 Inhibitors | TDP-43 expressing yeast growth rescue, BacTiter-Glo, 24 h | Potency, µM (top dose mostly 46.1 µM), for inactives: at the highest dose growth rescue (activation), most hits filed as activators | hit rate 1.8% among 410,000 | AID 652104, 2013; further: potency means the concentration at half of the fitted maximal effect; % of control where 0% means no effect; nearly all actives have a fitted effect of over 50% in size
#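 Yeast expressing TDP-43 (pregrown in raffinose, seeded at OD600=0.02 in galactose medium) exposed to compounds 24 hr at 30 deg C. Growth read by BacTiter-Glo luminescence; rescue of toxicity appears as increased signal.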
# Abeta rescue: qHTS for compounds that reverse cellular toxicity of Amyloid beta (A-beta) peptide in yeast: Primary Screen; yeast expressing A-beta42, growth rescue, OD600, 48 h; response scale: 0% DMSO, 100% iron-clioquinol control; Potency, µM (doses to about 46.1 µM), without a hit: top-dose growth rescue, actives largely listed as activators; hit rate 0.063% among 410,000; AID 1347071, 2019; further: potency means the concentration at half of the fitted maximal effect; nearly all actives have a fitted effect of over 55% in size
#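 Yeast A-beta toxicity model in growth medium with pinned compounds, 48 h at 30 C; growth read as absorbance at 600 nm. Normalized to FeCl3/clioquinol equimolar mix (positive) and DMSO (negative).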
# Akt phos inh: HTS Assay for Inhibitors of Akt Phophorylation: Primary Screen; activity change, % for hits at 50 µM; Neuro2A IGF-stimulated pAkt S473 HTRF, 20 min; hits give low values; hit rate 0.32% among 360,000; in the data active means activity change below about -80%; inconclusive means mostly about -51% to -80%; further: on the % scale 0 is the no-effect control and ±100 the full control effect
#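 Single-point screen (50 µM final compound) in Neuro2A cells stimulated 20 min with 6 nM IGF at 37 deg C. After lysis, Ser473-phosphorylated Akt read by HTRF (ex 330 nm, em 615/665 nm) as the 665/615 ratio.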
# aSyn rescue: qHTS of alpha-syn Inhibitors; Yeast expressing alpha-synuclein, growth rescue, BacTiter-Glo, 24 h; Potency, µM (series often up to 46.1 µM), inactives show at the highest dose growth rescue (activation), most hits filed as activators; hit rate 0.14% among 370,000; AID 652106, 2013; further: potency means the concentration at half of the fitted maximal effect; % of control where 0% means no effect; nearly all actives have a fitted effect of over 65% in size
#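 Screening used galactose-induced yeast with toxic alpha-synuclein levels, exposed to compound for 24 hr at 30 deg C. Cell growth, read with BacTiter-Glo luminescence, gave the measured signal.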
# FUS yeast rescue: qHTS for Suppressors of FUS Proteinopathy: Primary screen using FUS-linked yeast assay | S. cerevisiae FUS-expressing, growth rescue, OD600, 24 h | Potency, µM (doses to about 76.6 µM), without a hit: at the top dose growth rescue (activation), actives largely listed as activators | hit rate 0.24% among 390,000;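 further: potency means the concentration at half of the fitted maximal effect; plate controls were DMSO vehicle for no effect and reference control for full effect; nearly all actives have a fitted effect of over 55% in size; some results filed as inactive show a strong effect at the top dose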
#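 Read-out: OD at 600 nm after 24hr at 30C, reporting rescue of FUS-induced yeast toxicity. Cells at OD 0.005 in galactose (2%) minimal medium; compounds tested in a dilution series; CP55940 titration from 92uM final as control.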
# * = called active by the depositor; i = inactive; ? = inconclusive; · = not tested or not shown; [ ] = another dose, or the depositor's remark. Unless noted, the call rests on the fitted dose curve; in most records, active means well fitted curve in the direction sought with a large enough effect; inconclusive means small, poorly fitted or top-dose-only effect, or another doubt; inactive means no such curve, though single readings can be large; an effect the other way counts as inactive or inconclusive. These rows are one share of the data (hit frequency here may not be typical).
SMILES,MmCpn inh,PTHR1 ag,GLP1R inv ag,GLP1R cytotox,TDP43 rescue,Abeta rescue,Akt phos inh,aSyn rescue,FUS yeast rescue
COc1ccc(CNC(=O)COC(=O)c2c(NC(C)=O)sc(C)c2C)cc1OC,·,-24%,0%,7%,-13%,-3%,i,-3%,-29%
Cc1c(NC(=O)c2cccc(S(=O)(=O)N3CCOCC3)c2)c(=O)n(-c2ccccc2)n1C,-1%,20%[57.5 µM],0%,0%,-25%,-4%,i,-1%,-11%
COCCCn1cnc2c(c1=O)c1nc3ccccc3nc1n2CCc1ccccc1,-1%,-24%,4%,0%,0%,6%,i,0%,22%
Cn1cccc1Cc1nnc(SCC(=O)Nc2ccccc2)n1-c1ccc(F)cc1,2%,5%,-28%,-11%,-4%,2%,i,4%,?
Cc1cc(C)n(CC(=O)Nc2ccc([N+](=O)[O-])cc2)n1,1%,i,11%,2%,9%,8%,i,1%,3%
CC(C)Cn1nc(NS(=O)(=O)c2cccc3nonc23)c2cc3ccccc3nc21,-1%,-38%[inhibitor],-15%,-28%,8%,-4%,i,5%,26%
c1csc(CCCN2CCCCC2)c1,·,12%,11%,2%,-30%,-18%,i,-11%,·
O=C(N=C1SC2CS(=O)(=O)CC2N1c1cc(Cl)ccc1Cl)C1CCCO1 (stereo not given),3%,-22%,-11%,9%,9%,20%,i,-8%,-9%
CC1=C(C(=O)Nc2ccccc2C(=O)NCc2ccccc2)SCCO1,0%,i,-6%,-4%,0%,-4%,i,-12%,2%
CCCCc1ccc(-c2nc(-c3ccncc3)no2)cc1,-1%,-15%,34%[activator],-11%,-1%,-29%,i,-14%,-24%
Cc1noc(N)c1C1(O)C(=O)Nc2c(Cl)cc(Cl)cc21 (stereo not given),1%,-48%[inhibitor],?,-11%,13%,11%,i,22%,-12%
O=C(CCNc1ccccc1)c1cccc([N+](=O)[O-])c1,0%,i,23%,-25%,4%,-29%,i,-1%,13%
CC1=C(C(=O)Nc2ccccc2)C(c2ccccc2)n2nc(-c3ccco3)nc2N1 (stereo not given),·,-21%,4%,-4%,7%,-12%,·,·,13%
Cc1ccc(Nc2ccc(C(=O)NCCc3ccccc3)cn2)cc1,-3%,i,?,-8%,5%,10%,i,1%,·
O=C(CSc1nccn1-c1cccc(Cl)c1)Nc1cccc(C(F)(F)F)c1,·,-37%[inhibitor],?,-7%,20µM*,?,·,·,7%
CC1=CC(C)(C)Nc2ccc(OC(=O)CN3C(=O)c4cccc5cccc(c45)C3=O)cc21,-1%,-5%,132%[activator],-1%,0%,-9%,i,0%,?
O=S(=O)(c1ccc2ccccc2c1)n1cccn1,1%,-3%,-7%,-7%,20%,10%,i,-4%,22%
O=S(=O)(c1ccc(F)c(F)c1)N1CCCCCCC1,·,i,?,1%,29%,0%,i,4%,-10%
CCN(CC)c1ccc(NC(=O)CSc2nnc(C)c(=O)[nH]2)cc1,·,i,10%,3%,7%,-14%,·,·,11%
Cc1nc(CC(=O)Nc2cccc(C)c2C)cs1,·,26%,7%,15%,7%,-2%,·,·,12%
CCO[C@@H]1OC(C(=O)N2CCN(C)CC2)=C[C@H](C2CCCCC2)[C@H]1CCCO,·,-3%,4%,0%,-17%,-11%,i,-2%,-4%
CCOc1ccc(C(=O)NC(=S)Nc2ccc(NC(=O)CC)cc2)cc1[N+](=O)[O-],-1%,0%,11%,-7%,21%,-2%,i,9%,·
O=[N+]([O-])c1ccccc1C=CC=NN=Cc1ccccc1O,·,-44%,2%,-11%,-9%,-7%,i,3%,·
O=C(NCCCN1CCCC1=O)c1ccc2c(c1)NC(=O)c1ccccc1S2,-2%,-22%,6%,3%,2%,-8%,i,6%,-7%
COC(=O)C1CCN(S(=O)(=O)c2ccc(OC)cc2)CC1,1%,i,-2%,2%,10%,13%,i,9%,11%

# Two compounds from above with just aSyn rescue, GLP1R cytotox and PTHR1 ag.
mol | aSyn rescue | GLP1R cytotox | PTHR1 ag
O=S(=O)(c1ccc2ccccc2c1)n1cccn1 | -4% | -7% | -3%
CCO[C@@H]1OC(C(=O)N2CCN(C)CC2)=C[C@H](C2CCCCC2)[C@H]1CCCO | -2% | 0% | -3%

# Compound profiles (already shown). Screens in order: MmCpn inh, PTHR1 ag, GLP1R inv ag, GLP1R cytotox, TDP43 rescue, Abeta rescue, Akt phos inh, aSyn rescue, FUS yeast rescue
# COC(=O)C1CCN(S(=O)(=O)c2ccc(OC)cc2)CC1 across the screens: 1%, i, -2%, 2%, 10%, 13%, i, 9%, 11%
# Cc1c(NC(=O)c2cccc(S(=O)(=O)N3CCOCC3)c2)c(=O)n(-c2ccccc2)n1C across the screens: -1%, 20%[57.5 µM], 0%, 0%, -25%, -4%, i, -1%, -11%

# Taken from above:
# `CC(C)Cn1nc(NS(=O)(=O)c2cccc3nonc23)c2cc3ccccc3nc21` in Abeta rescue is entered as -4%
# `CCCCc1ccc(-c2nc(-c3ccncc3)no2)cc1` in aSyn rescue is entered as -14%
# `CC1=C(C(=O)Nc2ccccc2C(=O)NCc2ccccc2)SCCO1` in GLP1R cytotox is entered as -4%
# `CCN(CC)c1ccc(NC(=O)CSc2nnc(C)c(=O)[nH]2)cc1` in GLP1R cytotox is entered as 3%
# `Cc1noc(N)c1C1(O)C(=O)Nc2c(Cl)cc(Cl)cc21` (stereo not given) in Abeta rescue is entered as 11%

# (list continues)
SMILES,MmCpn inh,PTHR1 ag,GLP1R inv ag,GLP1R cytotox,TDP43 rescue,Abeta rescue,Akt phos inh,aSyn rescue,FUS yeast rescue
CC(C)NCC(O)Cn1c2c(c3ccccc31)CCc1c-2cnn1-c1ccccc1 (stereo not given),-4%,-11%,10µM*,?,18%,-4%,i,14%,23%
CCOc1ccc(NC(=O)Cn2cc(S(=O)(=O)NC)c(S(=O)(=O)NC)c2)cc1,·,i,-9%,2%,16%,10%,·,·,2%
C#CCNC(=O)C1=C[C@@H](C(C)(C)C)C[C@@H](OCc2ccc(CO)cc2)O1,·,i,22%,4%,12%,15%,i,1%,11%
O=C(CNS(=O)(=O)c1ccccc1)OCC(=O)c1cccc([N+](=O)[O-])c1,0%,i,2%,22%,-7%,-15%,i,3%,15%
O=C(O)C1CCC(CNS(=O)(=O)c2ccc(Br)cc2)CC1 (stereo not given),0%,-7%,-6%,-3%,-10%,-17%,i,0%,-16%
CCOC(=O)c1ccc(-n2c(CCC(=O)O)ccc2-c2ccccc2)cc1O,·,i,-10%,-5%,-92%[inhibitor],-38%[inhibitor],·,·,?
COC(=O)C(Cc1ccccc1)NC(=O)CCC(=O)NC(C)CCc1ccccc1 (stereo not given),-3%,-8%,-4%,-1%,-9%,-15%,i,-2%,12%
COc1ccc(C)cc1S(=O)(=O)NCCN1CCOCC1,0%,i,15%,0%,-15%,-10%,i,-6%,9%
CCNC(=O)c1cc(S(=O)(=O)N2CCSCC2)ccc1OC,-1%,i,5%,-2%,-8%,0%,i,-6%,-1%
CCOc1ccc(NC(=O)Nc2ccc(NC(C)=O)cc2)cc1,-1%,i,14%,-3%,-16%,-27%,i,-2%,10%
O=C(Nc1nc2c(F)cc(F)cc2s1)C1CC(=O)N(Cc2ccco2)C1 (stereo not given),1%,-8%,26%,2%,2%,13%,i,5%,22%
Cc1cc(C)c(-c2cc(C(=O)Nc3cc(C)ccc3C)[nH]n2)c(O)c1,-4%,-15%,-9%,2%,5%,3%,i,1%,-8%
Cc1ccc(CNC(=O)CCCNC(=O)c2ccc(Cl)cc2)n1C,0%,i,1%,-10%,13%,6%,i,17%,44%
CC(C)(C)CNC(=O)C1(C)CCN1C(=O)C1(c2ccccc2)CC1 (stereo not given),·,-22%,-7%,8%,?,-21%,i,-5%,3%
Cc1c(C(=O)NCCN(C)C)n(C)c(=O)c2ccccc12,·,-21%,8%,-6%,20%,-5%,i,1%,1%
COc1ccc(CC(=O)Nc2cccc(-c3ccc4nnc(C)n4n3)c2)cc1OC,1%,-24%,73%[activator],0%,-17%,9%,i,1%,13%
Cc1cc(C)cc(NC(=O)CC2Oc3ccc(C)cc3NC2=O)c1 (stereo not given),-3%,-18%,-2%,-17%,16%,-7%,i,9%,-26%
O=C(COc1ccc(Br)cc1)NCCCNC(=O)c1cccnc1,1%,i,10%,-3%,-23%,2%,i,-2%,0%
COC(=O)CNC(c1ccccc1)c1cc(C)ccc1NS(=O)(=O)c1ccc(C)cc1 (stereo not given),3%,i,?,14%,10%,-3%,i,15%,26%
COCCN(C(=S)Nc1cccc(C)c1C)C(C)c1ccco1 (stereo not given),1%,i,?,-7%,10%,17%,i,4%,0%
Cc1cc(C)c(CN2CCN(CCCn3cnc(C(=O)Nc4ccc(C)c(C)c4)n3)CC2)c(C)c1,·,-19%,13µM*,?,12%,2%,i,-20%,36%
c1c(C2CCCCC2)n[nH]c1CN1CCCCC1,3%,i,-7%,-4%,7%,15%,i,-5%,1%
